Source: PubChem
IDH1 R132H inh = blocks human mutant IDH1 R132H enzyme. AID 602179. Potency, µM (doses to about 76.6 µM), inactives show at the top dose activity change, negative = inhibition, most hits filed as inhibitors. 390,000 compounds, 0.093% hits. IDH1-R132H enzyme, NADPH consumption, diaphorase/resazurin fluorescence. O75874; further: on the % scale 0 is the no-effect control and ±100 the full control effect; nearly all actives have a fitted effect of over 65% in size
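IDH1-R132H (0.5 ug/mL) preincubated 30 min with compound, then NADPH (0.016 mM) and alpha-KG (2 mM) added; 80 min at RT, pH 7.5. Remaining NADPH coupled via diaphorase/resazurin to fluorescence (540/590 nm); concentration-response curves normalized to no-enzyme control.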
RXFP1 agonist = agonists of human relaxin receptor RXFP1 | Q9HBX9 | 370,000 compounds, 0.3% hits | Potency, µM (top dose mostly 57.5 µM), inactives show top-dose activation, actives largely listed as activators | HEK293T-RXFP1 cAMP TR-FRET, 30 min; response scale: percent of porcine relaxin response, buffer zero | AID 2676; further: on the % scale 0 is the no-effect control and ±100 the full control effect; nearly all actives have a fitted effect of over 60% in size; many of its hits are not listed in these tables
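cAMP rise read by TR-FRET after 30 min, 37C compound exposure (up to 58 uM) in RXFP1-transfected HEK293 cells with Ro 20174 present. EC50 from Hill-equation fits, with 29 nM porcine relaxin as 100% and buffer as basal.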
USP1 inh = inhibitors of human USP1/UAF1 deubiquitinase | Potency, µM (doses to about 57.1 µM), inactives show at the top dose activity change, negative = inhibition, hits mostly inhibitors | O94782 | AID 743255 | 390,000 compounds, 0.23% hits | recombinant USP1/UAF1, Ub-Rhodamine cleavage fluorescence; further: on the % scale 0 is the no-effect control and ±100 the full control effect; nearly all actives have a fitted effect of over 60% in size; inactives centre near -12
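1 nM enzyme complex + cpd, 15 min RT; start with Ub-Rho 150nM final; kinetic fluorescence ex 480/em 540, 6 reads q60 s. Buffer 50mM HEPES pH 7.8, 0.5mM EDTA, 0.1 mg/ml BSA, 1mM TCEP, 0.01% Tween-20.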
TrxR1 substrate = substrates of rat thioredoxin reductase 1 | purified TrxR1 substrate turnover, NADPH consumption readout | O89049 | 390,000 compounds, 0.01% hits | AID 588456 | Potency, µM (highest dose often 114 µM), for the others: top-dose activity change, negative = substrate turnover; further: on the % scale 0 is the no-effect control and ±100 the full control effect; nearly all actives have a fitted effect of over 50% in size
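Rat TrxR1, dispensed at 90 nM, was prereduced with 400 uM NADPH (final) for 5 min at ~22 deg C, then incubated with compound 15 min before 400 uM selenite. A first-read NADPH fluorescence drop versus no-compound background flagged substrates.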
Vif-APOBEC3G blk = blocks the Vif interaction with human APOBEC3G. Q9HC16. HeLa A3G-eYFP + Vif (tagged APOBEC3G with the HIV-1 protein that degrades it), YFP fluorescence, overnight. Potency, µM (top dose mostly 46.1 µM), without a hit: at the highest dose activity, negative = active, most hits filed as inhibitors. 410,000 compounds, 0.076% hits. AID 602310;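 further: on the % scale 0 is the no-effect control and ±100 the full control effect; nearly all actives have a fitted effect of over 60% in size; hits raise eYFP signal because A3G escapes Vif-driven loss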
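Read-out is eYFP fluorescence (Ex 488/Em 500-530) from Vif-expressing HeLa A3G-eYFP cells; more signal means A3G escaped Vif-mediated degradation. Cells plated overnight, compound pinned in, incubated overnight at 37 deg C.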
RGS4 inh = inhibitors of human regulator of G protein signaling 4; P49798; Transcreener GDP fluorescence polarization, RGS4-accelerated GTP hydrolysis; Potency, µM (highest dose often 114 µM), inactives show at the highest dose activity change, negative = inhibition, most hits filed as inhibitors; 390,000 compounds, 0.039% hits; AID 504845; further: on the % scale 0 is the no-effect control and ±100 the full control effect; nearly all actives have a fitted effect of over 75% in size; some results filed as inactive show a strong effect at the top dose
Target sequence (P49798 whole entry, looked up): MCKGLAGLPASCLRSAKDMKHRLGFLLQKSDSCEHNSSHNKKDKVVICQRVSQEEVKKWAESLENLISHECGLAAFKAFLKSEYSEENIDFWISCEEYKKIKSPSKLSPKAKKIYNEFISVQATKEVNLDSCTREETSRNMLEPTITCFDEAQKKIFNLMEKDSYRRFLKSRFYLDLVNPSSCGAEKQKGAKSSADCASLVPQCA
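MLSMR compounds (23 nl, pin-transferred) preincubated 10 min at room temperature with a 500nM (2x) first reagent, then RGS4 at 900nM (2x) plus Transcreener GDP mix added; fluorescence polarization (620/688 nm) read before and after 90 min at 30 °C.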
Vif-A3F inh = Vif-A3F binding inhibition. HeLa A3F-eYFP + Vif (tagged APOBEC3F with the HIV-1 protein that degrades it), YFP fluorescence increase. Potency, µM (titrated, usually from 46.1 µM), for the others: top-dose activity, negative = active. 390,000 compounds, 0.2% hits; further: % of control where 0% means no effect; nearly all actives have a fitted effect of over 65% in size
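Fluorescence increase (Ex 488/Em 500-530) after overnight compound treatment at 37 deg C flags inhibition of Vif-driven A3F-eYFP loss in stable HeLa A3F-eYFP/Vif cells seeded overnight beforehand.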
ALOX12 inh = inhibitors of human 12S-lipoxygenase ALOX12; P18054; purified 12hLO, xylenol orange hydroperoxide absorbance; Potency, µM (highest dose often 108 µM), for the others: top-dose activity change, negative = inhibition, usual class: inhibitors; 580,000 compounds, 1.1% hits; AID 1671190; further: on the % scale 0 is the no-effect control and ±100 the full control effect
Target sequence (P18054 whole entry, looked up): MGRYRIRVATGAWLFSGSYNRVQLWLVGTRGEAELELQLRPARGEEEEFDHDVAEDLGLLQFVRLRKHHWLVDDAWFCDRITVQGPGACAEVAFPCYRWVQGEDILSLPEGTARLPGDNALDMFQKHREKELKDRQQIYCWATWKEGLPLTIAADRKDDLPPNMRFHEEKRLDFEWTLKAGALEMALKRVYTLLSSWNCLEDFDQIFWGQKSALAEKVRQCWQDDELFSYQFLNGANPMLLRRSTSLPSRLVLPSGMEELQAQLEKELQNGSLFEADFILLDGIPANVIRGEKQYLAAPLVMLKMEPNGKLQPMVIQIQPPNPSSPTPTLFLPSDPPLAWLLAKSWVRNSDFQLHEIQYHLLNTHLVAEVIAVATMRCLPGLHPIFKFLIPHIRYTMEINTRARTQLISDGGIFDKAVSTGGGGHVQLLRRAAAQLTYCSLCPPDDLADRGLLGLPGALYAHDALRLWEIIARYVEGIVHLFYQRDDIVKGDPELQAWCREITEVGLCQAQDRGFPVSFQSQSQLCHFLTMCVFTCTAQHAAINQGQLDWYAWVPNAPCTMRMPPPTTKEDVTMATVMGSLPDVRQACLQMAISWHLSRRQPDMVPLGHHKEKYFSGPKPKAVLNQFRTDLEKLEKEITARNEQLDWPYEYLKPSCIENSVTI
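Purified human 12hLO (150 nM final) in 25 mM Hepes, 0.01% Triton X-100, pH 7.0 was preincubated 15 min at room temperature with compound. Then 40 uM arachidonic acid was added, 30 min. Hydroperoxide was read by Fe-XO absorbance ratio 573/405 nm.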
TrxR1 inh = inhibitors of rat thioredoxin reductase 1; recombinant rTrxR1, NADPH fluorescence consumption, selenite substrate; Potency, µM (titrated, usually from 114 µM), for inactives: top-dose activity change, negative = inhibition, actives largely listed as inhibitors; 390,000 compounds, 1% hits; further: on the % scale 0 is the no-effect control and ±100 the full control effect; nearly all actives have a fitted effect of over 65% in size
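Rat TrxR1 (90 nM in the dispensed reagent) was pre-reduced with 400 uM NADPH for 5 min at room temperature, then incubated with compound for 15 min. After 400 uM selenite was added, NADPH fluorescence (Ex 340/Em 450 nm) was followed for 8 min.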
The depositor's hits bear a star; ? = inconclusive; / = not tested or not shown; [ ] = another dose, or the depositor's remark. The call rests on the fitted dose curve; in most records, active means well fitted curve in the direction sought with a large enough effect; inconclusive means small, poorly fitted or top-dose-only effect, or another doubt; inactive means no such curve, though single readings can be large; an effect the other way counts as inactive or inconclusive. Potency means the concentration at half of the fitted maximal effect. This is a subset; count on the stated rates, not on these rows.

SMILES	IDH1 R132H inh	RXFP1 agonist	USP1 inh	TrxR1 substrate	Vif-APOBEC3G blk	RGS4 inh	Vif-A3F inh	ALOX12 inh	TrxR1 inh
CCSc1nnc(NC(=O)c2cc(-c3ccc(C)c(C)c3O)n[nH]2)s1	3%	0.3%	-14%	3%	2%	0%	-6%	0%	24%
O=C(C1CCCN(Cc2ccccc2F)C1)N1CCCC1 (stereo not given)	16%	1.7%	-9%	7%	0%	-13%	-1%	?	10%
CNC(=S)NNC(=O)c1sccc1OCc1ccc(Cl)cc1Cl	1%	1.5%	-9%	2%[57.1 µM]	1%	-14%	-2%	10%	0%[57.1 µM]
COc1ccc(CCNC(=O)[C@H](C)N2C(=O)N3CCc4c([nH]c5ccccc45)[C@@]3(C)C2=O)cc1OC	-10%	1.0%	14%	-4%	-5%	-13%	5%	3%	-4%
CC(C)CCNC(=O)C(c1ccco1)N(Cc1cccs1)C(=O)Cn1nnc2ccccc21 (stereo not given)	-15%	0.4%	-14%	-13%	1%	14%	-12%	0%	-12%
CCCCN(Cc1cc2cc(C)ccc2[nH]c1=O)C(=O)c1cccc(Cl)c1	10%	?	5%	3%	-4%	-12%	1%	-10%	15%
CCOc1cc(/C=C2/C(=N)N3C(=NC2=O)SN=C3S(=O)(=O)CC)ccc1OC(=O)c1ccco1	-8%	-0.4%	-17%	-8%	0%	-20%	?	?	-17%
CCCCn1c(=O)[nH]c(=O)c2c1nc(-c1ccc(C#N)cc1)n2C1CCCC1	-3%	3.0%	-23%	291%[activator]	0%	?	-7%	5%	-22%
O=C(O)[C@@H]1CCCN(S(=O)(=O)c2cccc3cccnc23)C1	21%	-0.5%	-10%	3%	0%	-23%	4%	-1%	3%
Cc1cc(C)c(C#N)c(SCc2cn3c(C)cccc3n2)n1	4%	0.8%	-25%	-4%	-3%	16%	-13%	-7%	-11%
O=C(CSc1ccc(Cl)cc1)NC(=O)c1ccccc1	-1%	-0.8%	-1%	-2%	1%	-12%	-4%	5%	48%[activator]
CCOc1ccc(CN(C(=O)c2cc3ccccc3oc2=O)C2CCS(=O)(=O)C2)cc1 (stereo not given)	8%	-3.5%	-6%	0%[57.1 µM]	-7%	-13%	-2%	48%[activator]	16%[57.1 µM]
CCOC(=S)SCC(=O)Nc1nc(-c2ccc(Br)cc2)cs1	-14%	1.0%	-11%	-5%	-13%	-22%	?	-11%	5%
CC1=[N+](C)c2ccc3ccccc3c2C1(C)C	13%	3.3%	-15%	6%	0%	-113%	-1%	?	?
CCN(CC)CCNC(=O)c1ccc(CS(=O)(=O)c2ccc(Br)cc2)o1	7%	0.1%	-9%	2%[57.1 µM]	0%	-13%	0%	359%[activator]	2%[57.1 µM]
CCCCn1c(=O)c2c(nc3n2CCCN3Cc2ccccc2)n(C)c1=O	-10%	4.7%	-6%	-13%	0%	8%	2%	-10%	-7%
O=C(Cn1c(=O)c2c3c(sc2n(Cc2ccccc2)c1=O)CCCC3)NCCO	-4%	3.3%	-7%	-3%	-6%	7%	-24%	8%	11%
CCCOC(=O)c1ccc(Cn2nnc3sc4c(c3c2=O)CCC(C)C4)cc1 (stereo not given)	/	0.4%	-10%	-8%	/	-13%	/	?	-8%
O=C(CN1CCN(Cc2ccccc2)CC1)N=Nc1c(O)[nH]c2ccccc12	8%	0.2%	2%	-16%	-5%	24%	-7%	10%	-13%
CCCCn1c(SCC(=O)NC(C)CC)nc2ccc(N3CCOCC3)cc2c1=O (stereo not given)	1%	5.3%	-17%	-2%	-1%	-22%	1%	-3%	-11%
O=c1c(S(=O)(=O)c2ccc(Cl)cc2)cn(Cc2ccccc2F)c2ccc(F)cc12	4%	4.3%	-14%	-11%	1%	7%	7%	-8%	-10%
CC1(c2ccc(Cl)cc2)NC(=O)N(CC(=O)NC(=O)NCc2ccco2)C1=O (stereo not given)	0%	-0.5%	-2%	-1%	-1%	9%	-3%	-35%	?
CCc1ccccc1NC(=O)CN(C)C(=O)Cn1cc(C(F)(F)F)cc(Cl)c1=O	8%	-0.2%	-2%	-1%	-3%	11%[56.9 µM]	2%	0%	12%
C=CCn1c(SCC(=O)c2cc(C)n(CC3CCCO3)c2C)nnc1-c1ccccc1 (stereo not given)	6%	1.2%	-7%	8%	-1%	25%	/	0%	16%
Clc1ccc(-c2ccc(CNCCSc3nnnn3-c3ccccc3)o2)cc1	6%	3.3%	-9%	-4%	2%	-10%	0%	-4%	14%
Cc1cc(-n2c(C)cc(C(=O)CSc3nncn3C)c2C)no1	2%	/	?	1%	2%	2%	-2%	-14%	25%
COc1ccc(Nc2ncnc3scc(-c4ccc(OC)cc4)c23)cc1	3%	1.4%	-11%	-4%	-21%	19%	-7%	-20%	1%
COc1ccc(NC(=O)c2cc(-c3ccccc3)oc2C)cc1	6%	-1.7%	-9%	-1%	0%	16%	-1%	1%	-3%
O=C(CN1C(=O)NC2(CCc3ccccc32)C1=O)c1c[nH]c2ccccc12 (stereo not given)	-2%	0.2%	0%	-8%[57.1 µM]	-13%	-5%	?	-4%	-6%[57.1 µM]
Nc1nc(N)c2c(n1)CN(Cc1ccc(Cl)cc1)C2	2%	/	?	/	-8%	/	-16%	2%	/
COc1ccc(/C=N\NC(=O)c2cc(O)c(O)c(O)c2)cc1CN1CCN(c2ccc(F)cc2)CC1	6%	1.4%	-4%	-17%	0%	21%	-3%	?	-19%
COc1ccc(CN(C)CC(=O)Nc2cccc(S(N)(=O)=O)c2)c(OC)c1OC	3%	-1.8%	5%	-2%	0%	23%	8%	0%	20%
Cn1cnnc1SCC(=O)NCc1ccccc1	8%	-1.2%	-6%	-8%	3%	-12%	1%	-4%	9%[57.1 µM]
CC(C)(C)C(=O)NC(NC(=O)C(C)(C)C)c1ccc([N+](=O)[O-])cc1	7%	-0.5%	-14%	-1%	0%	3%	4%	-4%	-5%
Cc1ccc(-c2noc(CN(C(=O)CCCCCN3C(=O)c4ccccc4C3=O)C(C)C)n2)cc1	2%	3.6%	-28%	-3%	3%	-12%	-6%	0%	3%
CN(CC(=O)Nc1cccc(F)c1)C(=O)CSc1ccccc1F	10%	1.0%	1%	6%	1%	-44%	3%	?	6%

Ordered by heavy-atom count (ascending): 7 of the compounds above
SMILES	IDH1 R132H inh	RXFP1 agonist	USP1 inh	TrxR1 substrate	Vif-APOBEC3G blk	RGS4 inh	Vif-A3F inh	ALOX12 inh	TrxR1 inh
Cn1cnnc1SCC(=O)NCc1ccccc1	8%	-1.2%	-6%	-8%	3%	-12%	1%	-4%	9%[57.1 µM]
COc1ccc(NC(=O)c2cc(-c3ccccc3)oc2C)cc1	6%	-1.7%	-9%	-1%	0%	16%	-1%	1%	-3%
CN(CC(=O)Nc1cccc(F)c1)C(=O)CSc1ccccc1F	10%	1.0%	1%	6%	1%	-44%	3%	?	6%
Clc1ccc(-c2ccc(CNCCSc3nnnn3-c3ccccc3)o2)cc1	6%	3.3%	-9%	-4%	2%	-10%	0%	-4%	14%
COc1ccc(CN(C)CC(=O)Nc2cccc(S(N)(=O)=O)c2)c(OC)c1OC	3%	-1.8%	5%	-2%	0%	23%	8%	0%	20%
Cc1ccc(-c2noc(CN(C(=O)CCCCCN3C(=O)c4ccccc4C3=O)C(C)C)n2)cc1	2%	3.6%	-28%	-3%	3%	-12%	-6%	0%	3%
COc1ccc(/C=N\NC(=O)c2cc(O)c(O)c(O)c2)cc1CN1CCN(c2ccc(F)cc2)CC1	6%	1.4%	-4%	-17%	0%	21%	-3%	?	-19%

One compound at a time, as listed above.
Record of `Cc1ccc(-c2noc(CN(C(=O)CCCCCN3C(=O)c4ccccc4C3=O)C(C)C)n2)cc1` : IDH1 R132H inh = 2%; RXFP1 agonist = 3.6%; USP1 inh = -28%; TrxR1 substrate = -3%; Vif-APOBEC3G blk = 3%; RGS4 inh = -12%; Vif-A3F inh = -6%; ALOX12 inh = 0%; TrxR1 inh = 3%
Record of `COc1ccc(Nc2ncnc3scc(-c4ccc(OC)cc4)c23)cc1` : IDH1 R132H inh = 3%; RXFP1 agonist = 1.4%; USP1 inh = -11%; TrxR1 substrate = -4%; Vif-APOBEC3G blk = -21%; RGS4 inh = 19%; Vif-A3F inh = -7%; ALOX12 inh = -20%; TrxR1 inh = 1%

The list continues.
SMILES	IDH1 R132H inh	RXFP1 agonist	USP1 inh	TrxR1 substrate	Vif-APOBEC3G blk	RGS4 inh	Vif-A3F inh	ALOX12 inh	TrxR1 inh
Cc1cc(C)n(-c2nc3cc(Cl)ccc3nc2N2CCN(c3cccc(C)c3C)CC2)n1	3%	0.8%	3%	-2%	2%	27%	1%	-19%	5%
CCOC(=O)C1=C(O)/C(=C/c2cc(OC)c(OC)c(OC)c2)SC1=Nc1ccc(OC)cc1	5%	13%	-14%	-17%	-19%	-23%	-18%	-4%	-16%
O=C(COc1ccccc1C(=O)c1cnn(-c2ccccc2)c1)Nc1ccc2ccccc2c1	-2%	1.3%	-1%	-7%	-1%	-5%	5%	-20%	13%
COc1nc(Nc2ccccc2F)nc(OC)n1	-3%	0.9%	-8%	-2%	-2%	18%	15%	0%	11%
